hcGAS inh = blocks human cGAS activity. hit rate 0.081% among 290,000. Q8N884. recombinant h-cGAS, ATP depletion, Kinase-Glo luminescence. inhibition, % at 12.5 µM;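 also: 0% = vehicle reaction and 100% = reaction without DNA for no activity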
Target sequence (Q8N884 whole entry, looked up): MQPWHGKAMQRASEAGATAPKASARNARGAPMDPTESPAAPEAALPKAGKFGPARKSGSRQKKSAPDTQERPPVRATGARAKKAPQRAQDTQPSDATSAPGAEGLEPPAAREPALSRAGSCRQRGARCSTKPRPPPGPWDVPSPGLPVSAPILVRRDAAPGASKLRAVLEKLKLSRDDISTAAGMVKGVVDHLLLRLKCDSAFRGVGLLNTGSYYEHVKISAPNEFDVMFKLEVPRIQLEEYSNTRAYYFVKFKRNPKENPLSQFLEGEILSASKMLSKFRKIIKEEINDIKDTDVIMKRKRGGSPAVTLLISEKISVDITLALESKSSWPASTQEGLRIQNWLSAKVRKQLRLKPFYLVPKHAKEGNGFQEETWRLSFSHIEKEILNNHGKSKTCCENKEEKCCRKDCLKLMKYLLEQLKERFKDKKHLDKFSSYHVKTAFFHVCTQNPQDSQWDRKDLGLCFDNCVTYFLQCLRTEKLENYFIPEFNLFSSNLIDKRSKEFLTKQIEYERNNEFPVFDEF
NPYLR7 ag = mosquito NPYLR7 agonism | activation, % at 10 µM | hit rate 0.15% among 270,000 | HEK293T NPYLR7/Galpha15, GCaMP6s calcium fluorescence; in the data active = activation above about 40%;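 also: 0% = vehicle and 100% = reference agonist at the receptor; some compounds past the cut are filed as inactive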
mcGAS lum = blocks mouse cGAS activity | Q8C6L5 | recombinant cGAS, Kinase-Glo ATP depletion luminescence | inhibition, % at 12.5 µM | hit rate 0.15% among 160,000;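 also: 0% = negative control wells and 100% = reference inhibitor with no enzyme activity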
Active calls of the source: *; . = not tested or not shown. Rule as the data show it, unless noted: active = inhibition above about 40%; inactive = the rest.

Start of the listing, in advance:
SMILES	hcGAS inh	NPYLR7 ag	mcGAS lum
Cc1ccccc1-n1nc(C(C)(C)C)cc1NC(=O)C(Cc1ccccc1)NC(=O)C(Cl)c1ccccc1 (stereo not drawn)	-5.5	14.1	-6.3
CCCCNCC(=O)NCC(=O)Nc1ccc(C)cc1	-7.3	-7.9	-6.1

All compounds of this part, from the start:
SMILES	hcGAS inh	NPYLR7 ag	mcGAS lum
Cc1ccccc1-n1nc(C(C)(C)C)cc1NC(=O)C(Cc1ccccc1)NC(=O)C(Cl)c1ccccc1 (stereo not drawn)	-5.5	14.1	-6.3
CCCCNCC(=O)NCC(=O)Nc1ccc(C)cc1	-7.3	-7.9	-6.1
O=C1C2C3C=CC(C4CC34)C2C(=O)N1c1ccc(I)cc1 (stereo not drawn)	-4.7	1.8	-4.5
CC(=O)C(C)Oc1ccc2ccc(=O)oc2c1 (stereo not drawn)	-7.8	2.2	.
Nc1ccc(NS(=O)(=O)c2ccc(F)cc2)cc1	-5.1	-2.5	.
Cc1[nH]c2ccccc2c1CN1CCC(O)(Cc2cc(-c3ccccc3)no2)CC1	-6.2	6.3	-10.7
CC(C(=O)c1ccc(-c2ccccc2)cc1)[n+]1ccccc1 (stereo not drawn)	-3.4	-13.9	.
CCOc1cn2c(cc1=O)C(=O)N(CCNC(=O)c1ccc(C(F)(F)F)cc1)CC2	-9.4	8.1	.
O=C(CCCn1ncn2c(cc3occc32)c1=O)NC1CCCCC1	3.0	-3.4	0.7
CCOC(=O)C1=C(C)NC2=C(C(=O)CCC2)C1c1cc2c(cc1Br)OCO2 (stereo not drawn)	-4.7	22.6	-4.3
CSCCC(=O)N1CCN(c2nc3nccc(-c4ccc(N5CCOCC5)cc4)n3n2)CC1	-1.3	-2.2	-5.2
CCc1cnc(-c2cc3ccccc3o2)nc1	-4.1	13.7	.
CCOC(=O)C1=C(CC)NC2=C(C(=O)CCC2)C1c1ccc(Br)cc1 (stereo not drawn)	-6.2	-1.0	-3.6
CC(=O)c1cccc(S(=O)(=O)N2CCCC2c2ccc3c(c2)OCCCO3)c1 (stereo not drawn)	-0.5	0.6	-6.9
COc1ccc(C(C2Sc3nc(C)nn3C2=O)N2CCN(C)CC2)cc1OC (stereo not drawn)	2.1	9.2	.
Cc1cccc(Cn2cccc2CN(CCC(C)C)Cc2cc(F)ccc2F)c1	-3.8	0.7	-5.0
CCNC(=O)N1C[C@H](OC)[C@H]2C[C@@H]1Cc1c2n(CC(=O)NC)c2ccccc12	-5.8	18.7	-8.7
CCN(CC)C(=O)Oc1ccc2c(ccn2Cc2cccc(C)c2)c1-c1ccc(OC)cc1	-1.9	26.5	-5.2
Cc1nc2ccccc2nc1N1CCN(C(=O)N2CCOCC2)CC1	-3.8	24.5	.
COc1cccc(-c2cc3c(cn2)ncn3-c2cccc(C(F)(F)F)c2)c1	-6.4	14.0	-7.3

Results in hcGAS inh, for some of the entries so far:
| Compound | hcGAS inh |
| --- | --- |
| CSCCC(=O)N1CCN(c2nc3nccc(-c4ccc(N5CCOCC5)cc4)n3n2)CC1 | -1.3 |
| COc1cccc(-c2cc3c(cn2)ncn3-c2cccc(C(F)(F)F)c2)c1 | -6.4 |
| CCOC(=O)C1=C(CC)NC2=C(C(=O)CCC2)C1c1ccc(Br)cc1 (stereo not drawn) | -6.2 |
| COc1ccc(C(C2Sc3nc(C)nn3C2=O)N2CCN(C)CC2)cc1OC (stereo not drawn) | 2.1 |

Further results follow.
SMILES	hcGAS inh	NPYLR7 ag	mcGAS lum
COc1ccc(C(=O)N(Cc2ccccc2)C2CCC(NC(=O)C3CCN(C(=O)Cc4ccccc4)CC3)CC2)cc1 (stereo not drawn)	4.6	.	0.1
CCOC(=O)c1nn(-c2ccccc2C)c(=O)cc1OCC(=O)Nc1ccc(C)cc1	-4.3	10.1	.
CNC(=O)[C@@]1(OCc2cccc(C(F)(F)F)c2)CC(OCc2ccccc2C#N)[C@@H]2OC(C)(C)O[C@@H]2C1 (stereo partly drawn)	-5.3	30.2	-4.4
Cc1nn(C)c(C)c1C1OCCC1CNCc1cn[nH]c1C (stereo not drawn)	-4.4	10.9	.
COc1ccccc1-c1ccccc1C(=O)NCC(C(C)C)N1CCCC1 (stereo not drawn)	-3.1	2.2	.
CCc1cccc(OCCCN2C(=O)NC(C)(C)C2=O)c1	3.6	-6.2	.
CC(C)c1ccc(NC(=S)N[C@@H]2C=C(C(=O)N[C@H](C)C(N)=O)C[C@@H](OC(=O)Nc3ccccc3)[C@@H]2OC(=O)Nc2ccccc2)c(Br)c1	-4.1	-7.8	-9.7
CCCCc1ccc(C(=O)N2CCN(C(C(=O)Nc3cccc(F)c3)C3CCCC3)CC2)cc1 (stereo not drawn)	-6.2	9.1	-5.4
Cc1cc(NC(=O)C(C)N(C)CC23CC4CC(CC(C4)C2)C3)no1 (stereo not drawn)	0.7	3.9	.
Cc1cc(NC(=O)CSC(C)CO)n(C)n1 (stereo not drawn)	-19.7	-0.6	.

4 records drawn at random from the list so far:
SMILES	hcGAS inh	NPYLR7 ag	mcGAS lum
CNC(=O)[C@@]1(OCc2cccc(C(F)(F)F)c2)CC(OCc2ccccc2C#N)[C@@H]2OC(C)(C)O[C@@H]2C1 (stereo partly drawn)	-5.3	30.2	-4.4
CCCCc1ccc(C(=O)N2CCN(C(C(=O)Nc3cccc(F)c3)C3CCCC3)CC2)cc1 (stereo not drawn)	-6.2	9.1	-5.4
COc1ccccc1-c1ccccc1C(=O)NCC(C(C)C)N1CCCC1 (stereo not drawn)	-3.1	2.2	.
CC(C)c1ccc(NC(=S)N[C@@H]2C=C(C(=O)N[C@H](C)C(N)=O)C[C@@H](OC(=O)Nc3ccccc3)[C@@H]2OC(=O)Nc2ccccc2)c(Br)c1	-4.1	-7.8	-9.7

Going on with the list:
SMILES	hcGAS inh	NPYLR7 ag	mcGAS lum
NC(=O)C1CCN(C(c2ccco2)C2Sc3nc(-c4ccco4)nn3C2=O)CC1 (stereo not drawn)	-4.4	0.0	-1.1
Cc1noc(-c2cccs2)c1C(=O)N[C@@H]1CCCc2ccccc21	-7.2	5.9	-9.4
Cc1ccc(C(=O)N2CCCC3CCCC32)c(=O)[nH]1 (stereo not drawn)	-4.2	0.9	.
Cc1ccc(CC(=O)Nc2ccc(CNS(C)(=O)=O)cc2)s1	-9.0	2.9	.
CCN(CC(=O)NC(C)(C)C)Cc1c(O)ccc2cc(Br)ccc12	2.0	-1.1	-0.2
O[C@@H]1CN(c2ncnc3[nH]ccc23)CC[C@H]1c1ccc2c(c1)OCO2	-3.8	2.1	-8.2
C=CCCC(=O)NC1CCCN(CC2CCCCC2)C1 (stereo not drawn)	-5.9	7.9	.
CCOC(=O)C1CCCN(C(=O)c2ccc(CSc3nc(N4CCN(C)CC4)cc(C(F)(F)F)n3)cc2)C1 (stereo not drawn)	-5.1	4.4	-3.8
OCCC1CN(C/C=C/c2ccco2)CCN1Cc1ccccc1 (stereo not drawn)	-3.0	5.0	-7.3
C=C(C)COc1ccccc1C(=O)N[C@H]1COC[C@@H]1OCC	1.6	0.0	.
C(#CC1(N2CCOCC2)CCCC1)c1ccccc1	-13.6	-0.8	.
Cn1nc(C2CCN(c3cnccn3)CC2)n(-c2ccccc2)c1=O	-5.1	1.6	.
CCCCNc1cc(C)nc2c(-c3ccc(Cl)cc3)c(C)nn12	-5.9	-1.0	-10.7
O=c1n(C[C@H](O)CO)nc(C2CCNCC2)n1-c1ccccc1	-3.9	13.6	.
CC(C)(Oc1ccc(Cl)cc1)C(=O)NCc1ccoc1	-13.7	-2.3	-5.7
COc1ccc(C2=NN3C(C2)c2ccccc2OC3c2ccc(F)cc2)cc1OC (stereo not drawn)	0.2	2.2	0.9
O=C(CCCc1cccs1)Nn1cnc2sccc2c1=O	-0.3	-4.0	.
CCc1ccc2nc(NC(=O)c3ccc(C)c(NC(=O)c4ccco4)c3)sc2c1	-3.9	22.3	.
O=C(Nc1nnc(-c2ccccc2)o1)c1cccc(NS(=O)(=O)c2ccc(F)cc2)c1	0.0	-0.6	.
Cc1nn2c(NCc3cccnc3)cc(C(C)(C)C)nc2c1-c1ccccc1	-2.3	-2.7	-6.9

Another view of part of the listing above:
Structure,hcGAS inh,NPYLR7 ag,mcGAS lum
O[C@@H]1CN(c2ncnc3[nH]ccc23)CC[C@H]1c1ccc2c(c1)OCO2,-3.8,2.1,-8.2
CCc1ccc2nc(NC(=O)c3ccc(C)c(NC(=O)c4ccco4)c3)sc2c1,-3.9,22.3,.
CCCCc1ccc(C(=O)N2CCN(C(C(=O)Nc3cccc(F)c3)C3CCCC3)CC2)cc1 (stereo not drawn),-6.2,9.1,-5.4
Cc1nn2c(NCc3cccnc3)cc(C(C)(C)C)nc2c1-c1ccccc1,-2.3,-2.7,-6.9
Cc1cc(NC(=O)C(C)N(C)CC23CC4CC(CC(C4)C2)C3)no1 (stereo not drawn),0.7,3.9,.

(further entries)
SMILES	hcGAS inh	NPYLR7 ag	mcGAS lum
CCC(C)(C)NS(=O)(=O)c1c(C(=O)N2CCC(C)CC2)c(C)n(C)c1C	-7.0	.	-4.8
COc1ccc(N2CN(C(=O)CN(CC(C)C)C(=O)c3ccc(-c4ccccc4)cc3)CC2=O)cc1	-2.7	-12.6	-0.5
COc1cccc(CNc2ccn3nccc3n2)c1	-15.2	2.9	.
Cc1nc(C(=O)N(C)Cc2csc(-c3ccccc3)n2)cs1	-6.3	10.4	-17.2
CCc1cnc(C(C)NCc2ccn[nH]2)s1 (stereo not drawn)	-6.2	5.7	.
NC(=O)CN(CCC1CCCCC1)Cc1cccc2cccnc12	-4.7	-6.2	-10.3
CCNc1ccnc(N(C)CCc2ccccn2)n1	5.4	-2.5	.
CC(=O)NCc1ccc(-c2csc(NC(=O)CNC(=O)c3ccc4c(c3)OCO4)n2)o1	-3.5	-6.2	.
C=C(C)CN(CC)Cc1cc(I)cc(I)c1O	0.0	-6.9	-1.9
COCCN(C)CCN1CC2(CCN(c3ncccn3)CC2)OC1=O	-7.7	.	-7.0
COc1ccc(OC)c(-c2nc3nnc(C)n3[nH]2)c1	-7.0	-15.8	.
CCSc1nnc(NC(=O)c2ccc(Cl)c(Cl)c2)s1	6.4	6.8	-9.6
Cc1cc(NC(=O)c2cccc([N+](=O)[O-])c2C)n(-c2nc(C)c(C)c(=O)[nH]2)n1	-11.1	8.4	-7.9
N#Cc1ccc(OCC2CN3Cc4ccccc4CC3C(=O)O2)cc1 (stereo not drawn)	3.8	1.4	.
Cc1cccc2c1C(=O)NC(c1ccc(-c3cccs3)cc1F)N2 (stereo not drawn)	-8.8	5.7	.
c1ccc(N=P(c2nc3ccccc3o2)(N2CCOCC2)N2CCOCC2)cc1	-3.4	-4.4	.
CCC(c1nc2ccccc2c(=O)n1-c1ccc(Br)cc1)N(Cc1ccccc1)C(=O)c1ccc(Br)cc1 (stereo not drawn)	-15.8	-1.6	-6.8
CCOc1cc(/C=C2/NC(=S)NC2=O)ccc1OCC(=O)O	-1.1	-3.0	3.0
Cc1cc(C)n(-c2nc(-c3ccccc3)cc(-c3ccccc3O)n2)n1	-1.8	-7.4	.
Clc1cncc(Oc2nc3ccccc3nc2Oc2cncc(Cl)c2)c1	-0.3	10.3	.
O=C1CC2(CCN(C(=O)NCCc3ccccc3)CC2)CN1	-5.4	3.4	.
CSc1ncc(C(=O)NCCS(=O)(=O)N(C)C)cn1	-7.1	33.2	.
COc1cccc(CN2CCCN(c3ccncc3C)CC2)c1O	-0.7	8.4	.
Cc1cccc(C(C(=O)NCCSc2nccn2C)N(C)C)c1 (stereo not drawn)	-3.1	23.5	-11.4
COc1ccc(C(=O)Nc2c(C)nc3ccc(C)cn3c2=O)cc1OC	2.1	-2.2	.
CN(CC12CC3CC(CC(C3)C1)C2)C(=O)c1cc(-c2ccco2)[nH]n1	-8.0	11.0	.
CC(=O)NC(c1ccc(F)cc1)c1cccnc1 (stereo not drawn)	-9.2	5.5	.
COc1cccc(-c2cc3c(cn2)ncn3Cc2ccc(OC)c(OC)c2)c1	-5.0	38.6	-7.4
Cc1ccc(S(=O)(=O)Oc2cccc3cccnc23)cc1	-11.8	1.9	-5.8
COC[C@@H]1CCCN1C(=O)C1C2C=CC3(CN(c4cc(C)on4)C(=O)C13)O2 (stereo partly drawn)	-6.1	2.5	.
CCSc1nnc(-c2cn(C)nc2OC)n1C	-0.5	-0.8	-1.0
CC(C)CNC(=O)C1(C)CCCN1C(=O)c1cc2ccccc2s1 (stereo not drawn)	-11.1	-2.1	-6.3
CC1CN(c2nc3c(c(=O)[nH]c(=O)n3C)n2CCCSc2nc3ccccc3o2)CC(C)O1 (stereo not drawn)	-4.7	0.5	.
CC#CC1(OC(C)=O)CCC(c2ccccc2)CC1 (stereo not drawn)	0.5	2.8	.
Cc1ccsc1[C@@H]1CCN(Cc2ccc(-c3ccn[nH]3)o2)C[C@H]1O	-1.8	1.6	-16.4
Cc1ccccc1C(=O)N(Cc1cccnc1)c1nc2cc3c(cc2s1)OCCO3	-3.4	-2.5	-8.5
N#Cc1ccccc1S(=O)(=O)N1CCC(C(=O)NC(c2ccccc2)C2CC2)CC1 (stereo not drawn)	-4.9	-0.6	-7.9
CCc1ccc(NC(=O)c2c(-c3ccccc3)noc2C)cc1	-5.6	-3.4	.

Bioassay records as filed in PubChem BioAssay.
